# Assay outcomes (PubChem)
# KCNQ1 inh – blocks the human KCNQ1 potassium channel | CHO-K1 KCNQ1, FluxOR thallium flux fluorescence; active compounds read high | B-score at 10 µM | AID 2642 | 310,000 compounds, 1.3% hits | P51787;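 active = compounds whose thallium flux B-score, printed positive for inhibition, exceeds three library SD while starting fluorescence stays within three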;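 also: channel opened by potassium depolarization with thallium stimulus after 20 min compound exposure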
# Target sequence (P51787 whole entry, looked up): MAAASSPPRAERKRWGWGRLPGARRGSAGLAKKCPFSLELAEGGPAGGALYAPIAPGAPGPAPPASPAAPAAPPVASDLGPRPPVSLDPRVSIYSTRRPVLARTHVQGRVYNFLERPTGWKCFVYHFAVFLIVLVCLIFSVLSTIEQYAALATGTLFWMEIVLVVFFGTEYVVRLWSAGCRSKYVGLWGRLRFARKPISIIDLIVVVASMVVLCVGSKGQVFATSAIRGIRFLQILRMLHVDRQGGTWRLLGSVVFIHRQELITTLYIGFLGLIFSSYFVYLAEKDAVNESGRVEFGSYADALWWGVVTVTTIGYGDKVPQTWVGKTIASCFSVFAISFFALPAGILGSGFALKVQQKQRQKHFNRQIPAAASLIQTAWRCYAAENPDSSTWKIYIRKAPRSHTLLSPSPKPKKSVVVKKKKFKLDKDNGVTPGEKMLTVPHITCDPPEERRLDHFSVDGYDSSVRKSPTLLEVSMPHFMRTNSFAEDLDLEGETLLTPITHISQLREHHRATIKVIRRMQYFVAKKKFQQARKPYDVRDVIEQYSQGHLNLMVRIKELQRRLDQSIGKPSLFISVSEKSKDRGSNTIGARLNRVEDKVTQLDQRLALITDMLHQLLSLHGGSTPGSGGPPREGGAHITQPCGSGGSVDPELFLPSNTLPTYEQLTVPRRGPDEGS
# KCNK3 block – human KCNK3 channel inhibition, primary screen; CHO-KCNK3 thallium flux, FluxOR fluorescence; active compounds read low; B-score at 10 µM; 340,000 compounds, 0.84% hits;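 active = B-score under library mean minus 4 SD, starting fluorescence ratio at most library mean plus 5 SD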;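 also: more negative B-score means stronger inhibition of thallium flux through KCNK3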
# Dyrk1A ADPGlo – blocks rat Dyrk1A kinase activity; ADP-Glo luminescence, NFATc1 peptide; inhibition, % at 12.5 µM; 310,000 compounds, 0.43% hits; AID 504441; in the data active = inhibition above about 50%;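 also: plate controls were vehicle with enzyme for no effect and no enzyme for full effect; many of its hits are not listed in these tables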
# HDAC3 inhib – blocks human histone deacetylase 3. recombinant HDAC3, fluorogenic peptide/trypsin coupled, fluorescence. inhibition, % at 8.3 µM. 320,000 compounds, 0.15% hits. AID 2718; in the data active = inhibition above about 26%, passing the limit was not always enough; inconclusive = no clear call, values can overlap the other calls
# GSK3beta inhib – human GSK3beta kinase inhibition. GST-GSK3beta kinase, ADP-Glo luminescence, 60 min; active compounds read low. activity score (negative = inhibition), % at 10 µM. 300,000 compounds, 0.038% hits;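 active = more than half of replicate wells score below -50%, meaning over 50% inhibition versus plate controls; inconclusive = some replicates but at most half score below -50%; inactive = no replicate scores below -50%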;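 also: 0% = median DMSO wells and -100% = median GW8510 positive control wells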
#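 test system = GST-tagged human GSK3beta kinase, cell-free | reagent = 25 µM ATP with peptide substrate | dosing = one dose of 10 µM per compound | schedule = 60 min reaction, RT | detection = luminescent ADP-Glo measurement of ADP formed | control set = DMSO neutral wells and GW8510 at 20 µM as positive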
# KCNQ1 act – potentiates or activates the human KCNQ1 potassium channel; P51787; CHO-K1 KCNQ1, thallium flux FluxOR fluorescence; active compounds read high; B-score at 10 µM; 310,000 compounds, 0.35% hits; AID 2648;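 active = fluorescence ratio B-score, a plate-corrected score, at least three library SD, with initial intensity B-score within 5 SD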
#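 Material: CHO-K1 cells stably expressing KCNQ1. Medium: assay buffer for compound exposure, DMSO matched across wells. Reagent: K+/Tl+ depolarizing stimulus. Compound dosing: single-concentration screen. Times: 37 °C overnight plating, 90-min dark dye load, 20-min compound pretreatment. Technique: FluxOR Tl+ flux fluorescence.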
# PolyA inhibitor – inhibitors of polyadenylation in S. cerevisiae | calls only at 12 µM | 300,000 compounds, 0.02% hits | S. cerevisiae SKY197-pL101 polyadenylation reporter, beta-gal luminescence; efflux-impaired pdr1/pdr3 knockout yeast; score 100 = 6 SD above DMSO;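 active = lowest replicate activity score at least 50, where 100 means six control SD above control mean; inconclusive = lowest score under 50 but half or more replicates reach 50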;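 also: yeast exposed to compound for 9 h at 30 °C; higher score means more reporter readthrough which indicates perturbed polyadenylation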
# KCNK9 inh – blocks the human KCNK9 two-pore domain potassium channel. AID 488922. Q9NPC2. 310,000 compounds, 1.2% hits. HEK293 KCNK9, FluxOR thallium flux fluorescence; active compounds read low. B-score at 10 µM;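 active = ratio B-score over 3 SD below the library mean, with starting fluorescence within 5 SD of its mean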;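 also: negative B-score means less thallium flux so channel inhibition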
# Target sequence (Q9NPC2 whole entry, looked up, the tested form may be a part): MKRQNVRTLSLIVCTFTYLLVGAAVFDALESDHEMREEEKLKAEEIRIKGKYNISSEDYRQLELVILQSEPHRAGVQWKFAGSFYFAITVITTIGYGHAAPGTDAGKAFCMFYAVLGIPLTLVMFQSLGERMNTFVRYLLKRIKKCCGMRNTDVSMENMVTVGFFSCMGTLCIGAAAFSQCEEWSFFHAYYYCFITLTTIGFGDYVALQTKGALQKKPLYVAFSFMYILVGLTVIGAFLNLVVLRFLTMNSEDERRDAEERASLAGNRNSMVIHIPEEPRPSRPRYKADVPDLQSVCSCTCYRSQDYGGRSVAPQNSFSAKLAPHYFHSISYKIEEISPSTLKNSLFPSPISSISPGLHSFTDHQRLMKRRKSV
# RGS4 pot – potentiators or activators of RGS4; HEK293 M3R/inducible RGS4, carbachol calcium flux Fluo4; active compounds read low; B-score at 10 µM; 310,000 compounds, 0.92% hits;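 active = B-score of the integrated calcium signal more than 4 SD below the library mean, with starting fluorescence not abnormally high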;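 also: negative B-score means reduced calcium response which marks RGS4 activation or potentiation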
#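 Reagent: ECmax carbachol challenge; Test system: M3R-expressing HEK293 line, RGS4 induced by doxycycline; Schedule: overnight RGS4 induction, 30 min dye load 37 °C, 20 min compound RT; Detection: calcium dye Fluo4 fluorescence; Read-out: Agonist-evoked peak-minus-minimum fluorescence over baseline, integrated ratio, B score.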
# hERG protect – compounds protecting human hERG from proarrhythmic drug block; CHO-hERG, FluxOR thallium flux, dofetilide IC70 present; activation (rescue from dofetilide block), less the hit threshold, % at 10 µM; 310,000 compounds, 0.51% hits; AID 1511;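 active = activation above the mean of controls blocked by dofetilide plus 5 SD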;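 also: thallium influx through hERG after potassium depolarization seen as dye fluorescence rise; in these data hits start at about 4.7%; inactives centre near -7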
# GSK3 alpha inh – human GSK-3 alpha kinase inhibition. P49840. ADP-Glo luminescence, 60 min. inhibition, % at 10 µM. 320,000 compounds, 0.1% hits;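 in the data active = inhibition above about 50%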;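 also: GST-tagged GSK-3 alpha with peptide substrate and 25 µM ATP; 0% = DMSO neutral wells and 100% = GW8510 positive control wells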
# * marks the source's active call; other numbers are inactive results; i = inactive; u = inconclusive; x = not tested or not shown.
SMILES,KCNQ1 inh,KCNK3 block,Dyrk1A ADPGlo,HDAC3 inhib,GSK3beta inhib,KCNQ1 act,PolyA inhibitor,KCNK9 inh,RGS4 pot,hERG protect,GSK3 alpha inh
Nc1nc(-c2ccc3c(c2)CCO3)cs1,i,i,-4,3,0,i,i,i,i,3,2
COc1ccccc1-n1cc(-c2ccc([N+](=O)[O-])cc2)[nH]c1=S,i,i,x,4,-3,i,i,i,i,-9,-1
COCCn1c(SCC(=O)N2CC(=O)Nc3ccccc32)nc2ccccc21,i,i,-3,4,-2,i,i,i,i,-6,-1
CN1CCN(C(=O)/C=C/c2cccc(Cl)c2)CC1,i,i,9,x,-5,i,i,i,i,-10,0
Nc1ccc2c(c1)OC1(CCCCC1)O2,i,i,-6,x,0,i,i,i,i,-4,x
CCCOc1ccc(C(CC(=O)O)NC(=O)c2sc3ccccc3c2Cl)cc1 (centres undefined),i,i,2,-1,5,i,i,i,i,-9,-7
CC(C)CC1(C)NC(=O)N(CC(=O)Nc2ccc3c(c2)CCC3)C1=O (centres undefined),i,i,7,7,-4,i,i,i,i,-12,-2
FC(F)(F)c1ccc(Sc2n[nH]c(C(F)(F)F)n2)nc1,i,i,5,2,0,i,i,i,i,-12,-3
C/C(=N/NC(=O)c1sc(NS(=O)(=O)c2ccccc2)nc1C)c1ccccc1,i,i,-4,11,3,i,i,i,i,-4,-5
Cc1cccc(NC(=O)C2(c3ccccc3)CC2(Cl)Cl)c1 (centres undefined),i,i,-2,3,-8,i,i,i,i,-6,0
Cc1cccn2cc(CSc3nnc(Nc4ccc(C(C)C)cc4)s3)nc12,i,i,-4,5,-1,i,i,i,i,-5,-3
COC(=O)c1sc(=S)n(-c2cc(F)ccc2F)c1N,i,i,7,4,3,i,i,i,i,-5,1
COc1ccc(-c2noc(Cc3ccc(Cl)cc3)n2)cc1OC,i,i,-1,-14,1,i,i,i,i,-8,-1
Cc1ccc(CNC(=O)c2ccc(Cl)cc2[N+](=O)[O-])cc1,i,i,2,-1,0,i,i,i,i,-4,-2
CCOC(=O)c1sc(Nc2ccc(C)cc2C)nc1C,i,i,3,16,1,i,i,i,i,-8,-1
O=C(Nc1nnc(COc2ccc(F)cc2)s1)c1ccco1,i,i,x,11,3,i,i,i,i,-7,-2
CC1(C)C(=O)C2(CCCCC2)C(=O)OC1c1ccc(O)cc1 (centres undefined),i,i,2,0,-2,i,i,i,i,-10,-1
CC(=O)/C(C#N)=C1\NC(=O)C(Cc2ccc(C)c(Cl)c2)S1 (centres undefined),i,i,-6,4,3,i,i,i,i,-7,-1
CCOc1ccc(CN2CCN(Cc3c[nH]c4ccccc34)CC2)cc1,12*,i,5,3,-5,i,i,i,i,-10,2
COc1ccc2nc(N3CCCCC3)c(/C=C3\SC(=S)NC3=O)cc2c1,i,i,-4,4,3,i,i,i,i,7.4*,-1
Cn1nc(C(=O)NCc2ccccc2)c2ccccc2c1=O,i,i,x,4,-1,i,i,i,i,-9,0
CCOc1ccc(Nc2nc(Cc3nnc(SCC(=O)NCc4ccco4)n3CC)cs2)cc1,i,i,-4,3,2,i,i,i,i,-4,-3
O=C(Nc1c2n(c(=S)n(-c3ccccc3)c1=O)CCCCC2)c1ccccc1,i,i,x,-6,2,i,i,i,i,-4,0
CN1CCC(Oc2ccccc2Sc2ccc(C(F)(F)F)cc2)CC1,i,i,x,2,-5,i,i,i,i,-16,0
Cc1ccc(S(=O)(=O)/N=C(/NC(=S)Nc2cccc(C)c2)c2ccccc2)cc1,i,i,-2,2,1,i,i,i,i,-4,-9

# Full records from above. Screens in order: KCNQ1 inh | KCNK3 block | Dyrk1A ADPGlo | HDAC3 inhib | GSK3beta inhib | KCNQ1 act | PolyA inhibitor | KCNK9 inh | RGS4 pot | hERG protect | GSK3 alpha inh
# `CC1(C)C(=O)C2(CCCCC2)C(=O)OC1c1ccc(O)cc1` (centres undefined) in the list: i | i | 2 | 0 | -2 | i | i | i | i | -10 | -1
# `Cn1nc(C(=O)NCc2ccccc2)c2ccccc2c1=O` in the list: i | i | x | 4 | -1 | i | i | i | i | -9 | 0

# Later entries:
SMILES,KCNQ1 inh,KCNK3 block,Dyrk1A ADPGlo,HDAC3 inhib,GSK3beta inhib,KCNQ1 act,PolyA inhibitor,KCNK9 inh,RGS4 pot,hERG protect,GSK3 alpha inh
COc1ccc(-c2cc(-c3ccc(Br)cc3)nc3ncnn23)cc1OC,i,i,8,-4,0,i,i,i,i,-3,-6
CCOc1ccc(N2C(=O)CN(CC(=O)OC)C2=S)cc1,i,i,2,0,1,i,i,i,i,-2,-1
O=C1c2ccccc2CCC1C(O)c1ccccn1 (centres undefined),i,i,2,6,1,i,i,i,i,-6,x
O=C(CCCCC(=O)NCCCc1ccccc1)NCCCc1ccccc1,i,i,0,0,4,i,i,i,i,-1,-2
NC(=O)N/N=C/C=C/c1ccc(F)cc1,i,i,-10,-9,-1,i,i,i,i,-8,-3
CSc1ccc(CN2CCC(Oc3cccc(C(=O)N4CCCC4)c3)CC2)cc1,i,i,x,9,1,i,i,i,i,-8,-4
CC(=O)c1c(O)c2ccccc2n(C)c1=O,i,i,x,-10,-2,i,i,i,i,-3,-2
O=C(c1cccc(F)c1)N1CCN(c2cccc(Cl)c2)CC1,i,i,-5,-9,-3,i,i,i,i,-16,3
O=C(O)CC1S/C(=N/N=C/c2ccc(-c3ccccc3[N+](=O)[O-])o2)NC1=O (centres undefined),i,i,19,2,4,i,i,i,i,-3,13
CC(=O)c1ccc(S(=O)(=O)Nc2cc3c(cc2C(C)=O)OCO3)cc1,i,i,3,-1,3,i,i,i,i,-5,1
COc1cccc(C(O)c2nc3ccccc3n2C(C)C)c1OC (centres undefined),i,i,-6,-1,5,i,i,i,i,-3,3
Cc1[nH]nc(SCC(=O)Nc2ccc(C#N)cc2)c1[N+](=O)[O-],i,i,-3,9,2,i,i,i,i,-4,-1
Cc1ccc(S(=O)(=O)N(C)Cc2cc3cc(C)ccc3[nH]c2=O)cc1,i,i,-5,2,0,i,i,i,i,-8,-2
Cc1ccc(-c2nc(-c3ccncc3)no2)cc1Cl,i,i,3,-4,0,i,i,i,i,-6,-1
COC(=O)C1=C(C)N(Cc2ccccc2)C(=O)N[C@H]1c1cccs1,i,i,7,-5,1,i,i,i,i,-3,-1
CCOc1ccc(NC(=O)c2ccccc2C(=O)c2ccccc2)cc1OCC,i,i,x,-2,3,i,i,i,i,-12,0
COc1cccc(C(CNC(=O)C(c2ccccc2)c2ccccc2)N(C)C)c1 (centres undefined),i,i,1,-2,-2,i,i,i,i,-7,0
Cc1cc(=O)oc2cc(NC(=O)c3cccc(Br)c3)ccc12,i,i,-1,-10,-5,i,i,i,i,2,4
Cc1ccc(NC(=O)CCOc2ccccc2)c(C)c1,i,i,-2,4,-1,i,i,i,i,-2,-1
CSc1nc(-c2ccco2)cc(C(F)(F)F)c1C#N,i,i,-6,10,0,i,i,i,i,-3,-2
CCOc1ccc(CN(C)C(=O)c2cccnc2SC)cc1OC,i,i,5,6,0,i,i,i,i,-3,1
CN(C)S(=O)(=O)c1ccc(S(=O)(=O)N(Cc2ccco2)Cc2ccccc2Cl)cc1,i,i,-7,-5,2,i,i,i,i,-1,-7
Cc1cccn2c(=O)c3cc(C(=O)NCCN4CCOCC4)c(=N)n(Cc4ccc(F)cc4)c3nc12,i,i,5,-69,-1,i,i,i,i,-12,-2
O=C(Nc1ccccc1C(F)(F)F)N1CCCC1c1cccnc1 (centres undefined),i,i,x,u,-1,i,i,i,i,-10,0
CC1=Nc2ccc(C)cc2/C1=C/c1c(N)n2c(S(=O)(=O)C(C)C)nsc2nc1=O,i,i,2,x,2,i,i,i,i,-2,x

# The list goes on.
SMILES,KCNQ1 inh,KCNK3 block,Dyrk1A ADPGlo,HDAC3 inhib,GSK3beta inhib,KCNQ1 act,PolyA inhibitor,KCNK9 inh,RGS4 pot,hERG protect,GSK3 alpha inh
Cc1cc(C(=O)COC(=O)CNC(=O)c2ccco2)c(C)n1Cc1ccco1,i,i,3,7,2,i,i,i,i,-7,4
O=C(N/N=C/c1ccco1)C1CC1,i,i,3,3,1,i,i,i,i,-2,-2
COc1cc2[nH]c(=O)c(C(=O)NCc3ccc(F)cc3)c(O)c2cc1OC,i,i,-2,-14,4,i,i,i,i,-3,-1
Brc1ccccc1/C=N/Nc1ccccn1,i,i,1,x,5,i,i,i,i,3,x
CCn1nccc1C(=O)Nc1ccc(Cl)cc1Cl,i,i,-8,-2,1,i,i,i,i,0,0
O=C(Nc1ccc(Cl)cc1C(=O)NCCN1CCOCC1)c1ccco1,i,i,-1,-7,-3,i,i,i,i,-10,-2
CCN(CC(=O)Nc1c(F)cccc1F)C(=O)CNC(=O)c1ccc(C)s1,i,i,-12,0,1,i,i,i,i,-9,-3
Cc1ccc(Cn2c(CCNc3nc(-c4ccc(C)cc4)cs3)nc3cc(C(=O)NCCCO)ccc32)cc1,i,i,-8,-5,-3,i,i,i,i,-13,2
CC(=O)c1ccc(NC(=O)Nc2ccncc2)cc1,i,i,-1,x,-4,i,i,i,i,4.8*,2
O=C(NN1C(=O)C2C3C=CC(C4CC34)C2C1=O)c1ccc(Br)cc1 (centres undefined),i,i,1,5,0,i,i,i,i,-15,-1
COc1ccc(CN(C)C(=O)c2ccncc2)c(OC)c1,i,i,-8,2,-2,i,i,i,i,-5,1

# Five entries from above, ordered by molecular weight, falling:
SMILES,KCNQ1 inh,KCNK3 block,Dyrk1A ADPGlo,HDAC3 inhib,GSK3beta inhib,KCNQ1 act,PolyA inhibitor,KCNK9 inh,RGS4 pot,hERG protect,GSK3 alpha inh
CCN(CC(=O)Nc1c(F)cccc1F)C(=O)CNC(=O)c1ccc(C)s1,i,i,-12,0,1,i,i,i,i,-9,-3
Cc1cc(C(=O)COC(=O)CNC(=O)c2ccco2)c(C)n1Cc1ccco1,i,i,3,7,2,i,i,i,i,-7,4
COc1cc2[nH]c(=O)c(C(=O)NCc3ccc(F)cc3)c(O)c2cc1OC,i,i,-2,-14,4,i,i,i,i,-3,-1
COc1ccc(CN(C)C(=O)c2ccncc2)c(OC)c1,i,i,-8,2,-2,i,i,i,i,-5,1
CC(=O)c1ccc(NC(=O)Nc2ccncc2)cc1,i,i,-1,x,-4,i,i,i,i,4.8*,2

# A portion of the library; count on the stated rates, not on these rows.
